Insulin prom inh: TRM-6 insulin promoter activity inhibition. actives 0.9% (n = 130,000). TRM-6 cells (human fetal islet line), insulin promoter-eGFP reporter, imaging; reporter expression induced with tamoxifen. inhibition, % at 2 µM;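 active = inhibition above the mean plus 3 SD, with well images judged a real hit on visual review, cut at about 60% in these data, passing the limit was not always enough; inconclusive = inhibition over the cutoff but images rejected on review; inactive = inhibition not above the cutoff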
sdo1 growth: sdo1-depleted yeast growth rescue. S. cerevisiae sdo1-depleted JHY4D growth rescue, OD600 30 h; hits give high values; pdr5 snq2 efflux-pump mutant strain. z-score at 10 µM. actives 0.21% (n = 140,000);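 active = z-score above 3 at both the 24 hr and the 30 hr optical density reads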;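 note: z-score against mean and SD of all compound wells on the same plate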
sdo1 growth Rescue 24 h: also measured in sdo1 growth; calls as there; z-score; S. cerevisiae sdo1-depleted JHY4D growth rescue, OD600; measured here: growth rescue at 24 h;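 0 is the plate mean of compound wells and units are plate SD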
* marks the source's active call; other numbers are inactive results; ? = inconclusive; / = not tested or not shown.

Each structure is followed by: Insulin prom inh, sdo1 growth, sdo1 growth Rescue 24 h
1: Cc1cc(Nc2ccc(Br)cc2)n2nc(C)nc2n1
    /, 1.2, 0.85
2: Cc1cc(C)nc(SCc2ccccc2C#N)n1
    /, 0.91, 1.1
3: CC1=CC(C)(C)NC(=S)N1c1ccc(C)c(C)c1
    20, /, /
4: CCCNc1cc(=O)n(C)c(=O)n1C
    -32, 1.1, 0.49
5: CCC(C)NC(=O)c1cnn2c1NC(c1cccs1)CC2C(F)(F)F (stereo not given)
    64, 0.05, 0.79
6: CN(C)S(=O)(=O)c1cccc(NC(=O)Cc2ccc(Cl)cc2)c1
    -9, 0.95, 0.32
7: O=C(COC(=O)/C=C/C(=O)N1CCN(c2ccccc2)CC1)NC(c1ccccc1)c1ccccc1
    -125, /, /
8: O=c1ccc(Br)c[nH]1
    7, 1.6, 1.8
9: Cc1ccccc1Nc1nnc(SCC2CCCCO2)s1 (stereo not given)
    0, -0.64, -0.73
10: O=C(NCc1ccco1)c1ccc(CN2CCOCC2)cc1
    /, -0.14, 0.16
11: O=C(CN1C(=O)C2C3c4ccccc4C(c4ccccc43)C2C1=O)Nc1cccc(C(=O)O)c1 (stereo not given)
    25, -0.22, -0.98
12: Cc1ccc(C(=O)N/N=C/c2ccc([N+](=O)[O-])s2)cc1
    -8, -0.97, 0.32
13: O=C(COc1ccc(Cl)cc1)Nc1nnc(-c2ccco2)o1
    22, /, /
14: Cc1ccc(-n2c(C)cc(/C=C(\C#N)C(=O)NCC3CCCO3)c2C)cc1 (stereo not given)
    -57, -1.1, -0.46
15: N#CCSc1nccc(-c2cc(Cl)sc2Cl)n1
    45, -0.21, 0.03
16: O=C(OCn1nnc2ccccc2c1=O)C1=COCCO1
    /, 0.58, 0.42
17: CCOC(=O)c1cc2ccccc2n1CCN(CC)CC
    -78, 0.06, -0.65
18: CCOc1ccc(S(=O)(=O)Nc2ccccc2C(=O)NCc2ccco2)cc1
    45, -0.81, -0.1
19: Cc1c(Cl)cccc1NC(=O)C1NC(=O)CC1c1ccccc1 (stereo not given)
    /, 0.07, 0.35
20: CCc1ccc(N2CC(C(=O)NCc3ccc4c(c3)OCO4)CC2=O)cc1 (stereo not given)
    /, -0.89, -0.44
21: CS(=O)(=O)N(CC(=O)Nc1cccnc1)c1ccc2c(c1)OCO2
    -268, 1.9, 0.77
22: CCOc1cccc(OCCOCCN(C)C)c1
    0, -0.48, -0.25
23: CCCN1CCN(C(=O)CN2C(=O)CC(C)(C)S(=O)(=O)c3ccccc32)CC1
    /, 0.33, -1.1
24: O/N=C/c1ccccc1OCc1ccccc1Cl
    -48, -1.5, -1.3
25: CCN(CC)S(=O)(=O)c1ccc(-c2nnc(SCC(=O)Nc3nc(C)cs3)o2)cc1
    0, 2.2, 3.2
26: COc1cccc(NC(=O)CCNS(=O)(=O)c2cccc3nsnc23)c1
    -5, /, /
27: Cc1cc(C(=O)OCC(=O)c2c(N)n(C)c(=O)n(C)c2=O)c(C)o1
    /, -0.72, 0.22
28: O=C(Cc1n[nH]c(=O)c2ccccc12)N1CCN(c2ccc(F)cc2)CC1
    64, /, /
29: COc1cc2c(cc1OC)-c1cc(NC3CCCCCCC3)nc(=O)n1CC2
    /, 0.67, 0.01
30: CCOC(=O)c1c(NC(=O)CSc2nnc(-c3c[nH]c4ccccc34)n2C)sc2c1CCCC2
    7, 0.12, 0.64

Each structure is followed by: Insulin prom inh, sdo1 growth, sdo1 growth Rescue 24 h
31: COc1ccc(S(=O)(=O)Nc2ccccc2C(=O)OC2CCCN(C)C2)cc1OC (stereo not given)
    /, 0.43, -0.66
32: NC(=O)c1ccccc1NC(=O)Nc1cccc(Cl)c1Cl
    -6, 0.2, -0.35
33: O=C(NCc1nnc(SCC(=O)N2CCCCCC2)o1)c1ccco1
    -40, 0.11, -0.67
34: O=C(c1ccco1)N1CCN(C(c2ccccc2)c2nnnn2C2CCCC2)CC1 (stereo not given)
    -300, 0.1, -1.6
35: Cc1nc2c(-c3ccccc3)c(C)nn2c(C)c1CCC(=O)N1CCOCC1
    ?, 0.33, 0.2
36: Cc1nc2sc(C#N)c(N)c2c2c1CCCC2
    55, -0.87, -1
37: CCCC(=O)N1CCN(c2ccc(NC(=O)c3cccs3)cc2Cl)CC1
    10, /, /
38: COc1cc2c(cc1OC)CN(Cc1ccc(C)s1)CC2
    -61, -0.16, -0.74
39: C/C(Cn1nnc([N+](=O)[O-])n1)=N\NC(=O)c1cccc(Cl)c1
    /, -1.6, -1.8
40: COc1ccc(CCN(C)CCCC(C#N)(c2cc(OC)c(OC)c(OC)c2)C(C)C)cc1OC (stereo not given)
    -5, 0.57, 0.17
41: Cc1ccc(-c2ccc(/C=C/C(=O)c3ccccc3)o2)cc1
    -43, -0.06, 0.74
42: Cc1ccc(S(=O)(=O)N(CC(O)CN2CCOCC2)c2cc(Cl)ccc2Cl)cc1 (stereo not given)
    -43, -0.24, -0.32
43: O=C(Oc1ccc2c(=O)c(Cl)coc2c1)c1cccnc1
    38, 0.67, 0.28
44: O=C(CSc1nnc(-c2ccccc2)n1-c1ccccc1)c1ccc[nH]1
    /, -1.3, -1.2
45: CCCc1nc2oc(C(=O)c3ccccc3)c(N)c2c2c1COC(C)(C)C2
    9, -1.4, 0.66
46: Cc1ccc(S(=O)(=O)N/N=C\c2ccc([N+](=O)[O-])o2)cc1
    -17, -1.2, -1.6
47: CCOC(=O)c1sc(N)c(C#N)c1COC(=O)CNC(=O)c1cc(OC)c(OC)c(OC)c1
    -37, -0.07, 0.03
48: O=C(CCl)NNc1cccc(Cl)n1
    65, -0.42, -1.3
49: O=C(CSc1nnc(-c2n[nH]c3ccccc23)n1-c1ccccc1)Nc1cccc(Cl)c1
    /, 0.31, 0.96
50: CCOc1ccc(S(=O)(=O)N(C)c2ccc(OCC(=O)N3CCOCC3)cc2)cc1
    10, -0.15, -0.64
51: CS(=O)(=O)Nc1ccccc1C(=O)N1CCCC1
    14, -0.22, -0.78
52: COc1ccc(Cl)cc1N1C(=O)[C@@H]2C(c3cccc(OC)c3OC)=NO[C@@H]2C1=O
    /, 0.11, -0.3
53: COc1ccc(CNC(=O)c2cc3c(=O)n4ccccc4nc3n(Cc3cccnc3)c2=N)cc1
    -108, 1.8, 1.4
54: O=C1C2C3C=CC(C3)C2C(=O)N1Nc1c(Cl)cc(Cl)cc1Cl (stereo not given)
    -40, /, /
55: CCOP(=O)(c1ccccc1)C(O)c1ccc(F)cc1 (stereo not given)
    -23, 0.39, 0.34
56: Cc1ccc(S(=O)(=O)N/N=c2\oc3ccccc3cc2C(=O)Nc2cccc(C)c2)cc1
    -11, 0.09, 0.08
57: Cc1cc(=O)[nH]c(SCCCOc2ccc(F)cc2)n1
    33, -0.01, -0.2
58: CS(=O)(=O)c1ccc2nc(NC(=O)C3CCCO3)sc2c1 (stereo not given)
    33, /, /
59: COc1ccc(NC(=O)C(NC(=O)c2ccc(=O)[nH]c2)c2ccc(OC)cc2)cc1 (stereo not given)
    60, 0.55, 0.31
60: Cc1sc(=NC(=O)c2ccco2)n(C)c1-c1ccccc1
    12, -1.8, -1.4

Each structure is followed by: Insulin prom inh, sdo1 growth, sdo1 growth Rescue 24 h
61: CCOC(=O)C1CCc2nc3ccccc3c(=O)n21 (stereo not given)
    -35, -0.87, -1.2
62: COc1ccccc1N1CCN(CC(O)COCc2cccs2)CC1 (stereo not given)
    -69, /, /
63: O=C(COC(=O)c1ccc2c(c1)OCCO2)Nc1cccc(S(=O)(=O)N2CCOCC2)c1
    22, /, /
64: CCOC(=O)c1cccc(NC(=O)c2cccs2)c1
    -30, -0.44, -0.42
65: CCN(CC)C(=O)CC1(c2ccccc2OC)CCOC(C(C)C)C1 (stereo not given)
    -53, -0.84, -0.83
66: Cc1ccc(-c2nn3c(C)nnc3s2)cc1NC(=O)c1ccc(OC(C)C)cc1
    /, -0.78, -0.5
67: COc1ccc(CCNC(=O)CSc2nc(-c3ccco3)cc(C(F)(F)F)n2)cc1
    31, 0.3, 0.69
68: N#C/C(=C\C=C\c1ccccc1)C(=O)Nc1ccccc1
    46, -0.48, 0.51
69: CCCCc1nc2n[nH]c(N)c2c2c1CCCC2
    25, -0.59, -1.3
70: COc1cc(-c2nnc(COc3ccc(Cl)cc3C)o2)cc(OC)c1OC
    -21, -0.37, 1.7
71: O=C(COC(=O)CNC(=O)c1cccc([N+](=O)[O-])c1)Nc1cccc(S(=O)(=O)N2CCCCC2)c1
    -3, 0.45, -0.2
72: CCN(CC)S(=O)(=O)c1ccc(OC)c(NC(=O)CSc2cc(C)ccc2C)c1
    -11, -0.05, 0.25
73: O=C1c2ccccc2C2(c3ccc(F)cc3)NCCN12 (stereo not given)
    24, /, /
74: CCOc1ccc(Br)cc1S(=O)(=O)N1CCCC1
    61, -0.33, -0.04
75: CCCN1CN(CCc2ccccc2)CNC1=S
    /, -0.48, -0.18
76: O=C(Cc1c(Cl)cccc1Cl)NCCc1ccc(Cl)cc1
    10, -0.1, 0.15
77: COc1ccccc1C(=O)Nc1cc2cc(Cl)ccc2oc1=O
    21, -0.33, 0.57
78: CCCOc1ccc(C2C(=O)N(C3CCCCCC3)CC(=O)N2Cc2ccco2)cc1OC (stereo not given)
    0, -1.4, -0.32
79: COc1ccccc1C(CC(=O)Nc1ccccc1C)c1ccc(OC(C)C)cc1 (stereo not given)
    18, -0.2, -0.25
80: Cc1occc1C(=O)NC(C)CCc1ccccc1 (stereo not given)
    -8, -0.4, -0.77
81: C=CCNCC(=O)N1N=C(c2ccc3ccccc3c2)CC1c1ccc(OC)cc1 (stereo not given)
    25, /, /
82: CC(/C=N/NC(=O)c1ccc(Br)cc1)=C\c1ccccc1
    -10, -0.19, 0.67
83: CC1=C(C)CS(=O)N(S(=O)(=O)c2ccccc2)C1 (stereo not given)
    29, -0.9, -0.92
84: CSc1nc(C)c2c(n1)N(c1ccc(F)cc1)CC2
    -135, -0.1, 0.17
85: OC(Cc1nc2ccccc2[nH]1)c1ccccc1Cl (stereo not given)
    /, -0.15, -1.3
86: O=C(O)CCCCCN1C(=O)CCC1=O
    -15, 1.4, 2.1
87: O=C(CCCn1c(=S)[nH]c2cc3c(cc2c1=O)OCO3)NC1CC1
    -4, -0.2, -0.97
88: COc1ccc(-c2csc(NC(=O)Cc3cccc4ccccc34)c2C(=O)O)cc1
    -7, /, /
89: Cc1ccccc1NC(=O)c1cccc(S(C)(=O)=O)c1
    50, /, /
90: CC(=O)Nc1cccc(NC(=O)C2CC3CCC2C3)c1 (stereo not given)
    -20, 1.1, 0.27

Each structure is followed by: Insulin prom inh, sdo1 growth, sdo1 growth Rescue 24 h
91: O=C(NCCN1CCOCC1)c1c(F)c(F)c(F)c(F)c1F
    -260, 0.2, 0.15
92: CCOc1ccc(-n2c(C)c(C(C)=O)c(C(C)=O)c2C)cc1
    -160, -0.43, -0.65
93: Cc1ccc(N(CC(=O)N/N=C/c2cccc(Br)c2)S(C)(=O)=O)cc1
    -22, 0.74, 0.05
94: CCNS(=O)(=O)c1ccc2c3c(cccc13)C(=O)N2
    15, 2.2, 2.3
95: N/C(=N\OS(=O)(=O)c1cc(Cl)ccc1Cl)c1ccncc1
    -21, -0.24, -0.76
96: C=CCSc1n[nH]c2nc3c(c(=O)n12)C1(CCCC1)Cc1ccccc1-3
    -32, -0.88, -0.22
97: CCOc1ccc(N(CC(=O)Nc2ccccc2C)S(=O)(=O)c2c(C)noc2C)cc1
    /, -0.55, 0.29
98: Cn1nnnc1NCc1ccc(Cl)cc1
    23, /, /
99: Cc1nonc1NC(=O)CSc1nnc(-c2ccoc2C)n1C
    42, -0.64, -2.1
100: COc1ccc(OC)c(C(=O)COC(=O)c2ccc(C)o2)c1
    -18, 0.5, -0.42
101: O=C(N/N=C/c1ccccc1[N+](=O)[O-])c1ccc(CN2CCOCC2)cc1
    20, 2.2, 3.1
102: COC(=O)c1nn(-c2ccc3c(c2)CCN3C(C)=O)cc1O
    -8, -0.14, -0.82
103: O=C(Nc1ccc(-c2nc3ccccc3s2)c(O)c1)C1=COCCO1
    -52, 1.4, 2.3
104: O=C(O)C1CCN1C1CCCCC1 (stereo not given)
    -27, 0.18, -0.29
105: COc1cc(S(=O)(=O)N2CCCC2)c(C)cc1C
    -7, /, /
106: COc1ccc2nc(SCC(=O)NCc3ccc4c(c3)OCO4)[nH]c2c1
    -8, -0.46, -1.4
107: COc1ccccc1N1CCN(CC(=O)c2ccc3ccn(C(C)=O)c3c2)CC1
    /, 0.57, 0.11
108: CC(C)c1ccccc1NC(=O)COC(=O)Cc1cccc(C(F)(F)F)c1
    0, -0.09, -0.96
109: C/C(=N\Nc1ccccc1Cl)c1ccc(-n2ccnc2)cc1
    50, /, /
110: Cc1nc(N)sc1N=Nc1ccc(Br)cc1
    0, -2, -1.1
111: O=c1cc(O)c2c(=O)n(-c3ccccc3)c3ccccc3c2o1
    /, 0.51, 0.73
112: CCCCCOc1ccc(NC(=O)CCCC(=O)O)cc1
    /, -0.32, -1.2

By substructure, the entries above containing fluorine (nine)
Each structure is followed by: Insulin prom inh, sdo1 growth, sdo1 growth Rescue 24 h
5: CCC(C)NC(=O)c1cnn2c1NC(c1cccs1)CC2C(F)(F)F (stereo not given)
    64, 0.05, 0.79
28: O=C(Cc1n[nH]c(=O)c2ccccc12)N1CCN(c2ccc(F)cc2)CC1
    64, /, /
55: CCOP(=O)(c1ccccc1)C(O)c1ccc(F)cc1 (stereo not given)
    -23, 0.39, 0.34
57: Cc1cc(=O)[nH]c(SCCCOc2ccc(F)cc2)n1
    33, -0.01, -0.2
67: COc1ccc(CCNC(=O)CSc2nc(-c3ccco3)cc(C(F)(F)F)n2)cc1
    31, 0.3, 0.69
73: O=C1c2ccccc2C2(c3ccc(F)cc3)NCCN12 (stereo not given)
    24, /, /
84: CSc1nc(C)c2c(n1)N(c1ccc(F)cc1)CC2
    -135, -0.1, 0.17
91: O=C(NCCN1CCOCC1)c1c(F)c(F)c(F)c(F)c1F
    -260, 0.2, 0.15
108: CC(C)c1ccccc1NC(=O)COC(=O)Cc1cccc(C(F)(F)F)c1
    0, -0.09, -0.96

Assay outcomes as filed in PubChem BioAssay.
